Vif-APOBEC3G blk: Vif-A3G binding inhibition; Q9HC16; HeLa A3G-eYFP + Vif (tagged APOBEC3G with the HIV-1 protein that degrades it), YFP fluorescence, overnight; Potency, µM (doses to about 46.1 µM), for the others: at the top dose activity, negative = active, hits mostly inhibitors; 410,000 compounds, 0.076% hits; AID 602310;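 also: potency is read from the fitted curve at half-maximal effect; % is scaled to controls: 0 for no effect and ±100 for the full control effect; nearly all actives have a fitted effect of over 60% in size; hits raise eYFP signal because A3G escapes Vif-driven loss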
Target sequence (Q9HC16 whole entry, looked up): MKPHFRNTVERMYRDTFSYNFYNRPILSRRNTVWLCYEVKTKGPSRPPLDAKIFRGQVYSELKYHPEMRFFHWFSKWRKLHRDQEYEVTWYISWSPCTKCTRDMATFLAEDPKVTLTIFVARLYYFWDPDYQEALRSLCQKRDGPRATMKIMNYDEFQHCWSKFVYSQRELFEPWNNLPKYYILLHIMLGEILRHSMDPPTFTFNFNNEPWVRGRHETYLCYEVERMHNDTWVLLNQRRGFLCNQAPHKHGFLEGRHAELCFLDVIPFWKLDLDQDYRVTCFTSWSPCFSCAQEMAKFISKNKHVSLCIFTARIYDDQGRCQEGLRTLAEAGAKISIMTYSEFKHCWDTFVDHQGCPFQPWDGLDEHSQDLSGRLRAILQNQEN
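Read-out is eYFP fluorescence (Ex 488/Em 500-530) from Vif-expressing HeLa A3G-eYFP cells; more signal means A3G escaped Vif-mediated degradation. Cells plated overnight, compound pinned in, incubated overnight at 37 deg C.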
D1 antagonist: antagonists of human D1 dopamine receptor; P21728; HEK293 TREx D1 cells, calcium flux, dopamine EC80; hits give low values; activity change, negative = inhibition, % at 10 µM; 360,000 compounds, 3.2% hits; AID 504652; in the data active = activity change below about -30%; also: % is scaled to controls: 0 for no effect and ±100 for the full control effect
Target sequence (P21728 whole entry, looked up): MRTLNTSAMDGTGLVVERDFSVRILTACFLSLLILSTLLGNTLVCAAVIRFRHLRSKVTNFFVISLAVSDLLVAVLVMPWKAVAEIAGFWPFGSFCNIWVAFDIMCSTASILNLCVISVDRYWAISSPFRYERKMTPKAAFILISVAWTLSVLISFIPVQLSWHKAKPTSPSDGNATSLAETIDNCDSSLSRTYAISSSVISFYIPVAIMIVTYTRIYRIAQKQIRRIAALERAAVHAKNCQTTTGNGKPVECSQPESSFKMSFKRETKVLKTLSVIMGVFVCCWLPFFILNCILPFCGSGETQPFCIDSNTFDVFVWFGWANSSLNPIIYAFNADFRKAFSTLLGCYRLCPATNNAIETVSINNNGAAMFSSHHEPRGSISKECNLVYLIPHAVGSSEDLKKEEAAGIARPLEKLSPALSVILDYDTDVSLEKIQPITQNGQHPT
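Cells carrying a force-coupled, tetracycline-inducible human D1 receptor report calcium flux. Each well gets a 10 s baseline, compound with 180 s monitoring, then an EC80 dopamine stimulus with a second 180 s kinetic read.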
GRP78 ERSR act: inducers of ER stress response in human glioma cells. U87-MG GRP78 promoter luciferase reporter, 16 h. Potency, µM, for the others: at the highest dose activation, hits mostly activators. 420,000 compounds, 0.02% hits; also: potency is read from the fitted curve at half-maximal effect; series mostly up to about 76 µM; % of control where 0% means no effect; nearly all actives have a fitted effect of over 35% in size
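Stably transfected U87-MG glioma cells carrying a GRP78-based luciferase sensor; 16 h compound incubation. Luminescence end-point read 10 min after Bright-Glo addition at room temperature.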
D1 ag: agonists of human D1 dopamine receptor; HEK293 T-REx D1 cells, calcium flux, agonist mode; activation, % at 2 µM; 360,000 compounds, 1% hits; AID 504660; in the data active = activation above about 30%; also: 0% is about no effect
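Inducible HEK293 T-REx D1 cells, force-coupled to calcium signalling, were plated at 4000 cells/well with tetracycline and held overnight at 30 C. After no-wash calcium dye loading, compound-evoked calcium rise over 180 s flagged agonists.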
RXFP1 agonist: RXFP1 (human) receptor agonism; HEK293T-RXFP1 cAMP TR-FRET, 30 min; response scale: percent of porcine relaxin response, buffer zero; AID 2676; 370,000 compounds, 0.3% hits; Q9HBX9; Potency, µM (top dose mostly 57.5 µM), for inactives: top-dose activation, actives largely listed as activators; also: potency is read from the fitted curve at half-maximal effect; % is scaled to controls: 0 for no effect and ±100 for the full control effect; nearly all actives have a fitted effect of over 60% in size; many of its hits are not listed in these tables
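HEK293T cells stably expressing RXFP1 were pretreated with the PDE4 inhibitor Ro 20174, exposed to compounds for 30 min at 37C, lysed, and cAMP was read by TR-FRET. Data normalized to buffer (basal) and 29 nM porcine relaxin (100%).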
LDHA block: inhibitors of human lactate dehydrogenase A; 480,000 compounds, 0.15% hits; activity change, % (values are at about 110 or 230 µM); purified LDHA, NADH/diaphorase-resazurin fluorescence; hits give low values; in the data active = activity change below about -30%; inconclusive = mostly about -25% to -30%;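 also: plate controls were DMSO wells for no effect and wells without enzyme for full effect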
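Enzyme activity of human lactate dehydrogenase 5 (2 nM; 0.06 mM NADH, 0.2 mM pyruvate, 5 min, RT) is measured via a resazurin/diaphorase fluorescence readout of residual NADH.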
D1 PAM: enhances dopamine response at the human D1 receptor; P21728; HEK293 TREx D1 cells, calcium flux, dopamine EC20 potentiation; potentiation, % at 10 µM; 360,000 compounds, 0.036% hits; AID 504651; in the data active = potentiation above about 30%; also: 0% is about no effect
Vif-A3F inh: blocks the Vif interaction with APOBEC3F | HeLa A3F-eYFP + Vif (tagged APOBEC3F with the HIV-1 protein that degrades it), YFP fluorescence increase | Potency, µM (series often up to 46.1 µM), for inactives: at the highest dose activity, negative = active | 390,000 compounds, 0.2% hits | AID 602313; also: potency is read from the fitted curve at half-maximal effect; % of control where 0% means no effect; nearly all actives have a fitted effect of over 65% in size
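HeLa cells stably expressing Vif plus C-terminally eYFP-tagged A3F were seeded, incubated overnight at 37 deg C, dosed with compound, incubated overnight again at 37 deg C. Yellow fluorescence (Ex 488/Em 500-530) reported blocked Vif-mediated A3F-eYFP degradation.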
D2 PAM: positive allosteric modulators of human D2 dopamine receptor. HEK293 T-REx D2, calcium flux, EC20 dopamine potentiation. P14416. 340,000 compounds, 0.34% hits. potentiation, % at 10 µM. AID 485347;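 active = potentiation over 3 SD above the plate norm, cut at about 30% in these data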; also: 0% is about no effect
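Calcium flux readout, no-wash dye, 1 read/s. Inducible HEK293 Trex D2 line, overnight 30 C. Compound alone 180 s (agonist flags), then EC20 dopamine, another 180 s to score potentiation.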
The depositor's hits bear a star; ? = inconclusive; · = no result given. Unless noted, calls follow the shape of the dose curve; as a rule, active = well fitted curve in the direction sought with a large enough effect; inconclusive = small, poorly fitted or top-dose-only effect, or another doubt; inactive = no such curve, though single readings can be large; an effect the other way counts as inactive or inconclusive. An excerpt; the hit share may differ from the screen's.

SMILES	Vif-APOBEC3G blk	D1 antagonist	GRP78 ERSR act	D1 ag	RXFP1 agonist	LDHA block	D1 PAM	Vif-A3F inh	D2 PAM
CCCOc1c(OC)cccc1C1CC(=O)Nc2cc3c(cc21)OCO3 (configuration not stated)	?	0	-8%	4	-0.6%	3	-2	3%	·
NC(N)=N/N=C/c1ccc(OCc2ccc(Cl)cc2Cl)cc1	-15%	-2	2%	6	-0.1%	-4	-4	3%	-9
Cc1csc(SCc2ccc(C(=O)O)cc2)n1	-4%	16	-4%	3	-0.2%	0	-3	-4%	1
COc1ccc(-c2cc(C)no2)cc1S(=O)(=O)N1CCc2ccccc21	2%	-16	-4%	4	0.3%	-10	-4	-26%	-2
O=C(Nc1ccccc1C(=O)N1CCCCCC1)c1ccc(F)cc1	0%	7	3%	0	0.2%	-5	-3	1%	7
COc1ccc(OC)c(S(=O)(=O)Nc2cccc(-c3ccc4nncn4n3)c2)c1	-3%	18	-3%	-1	0.8%	-5	-2	-16%	-1
CC1(C(=O)NC2CCCCC2)CCC(=O)N1Cc1cccnc1 (configuration not stated)	0%	14	-4%	-1	1.3%	-1	-4	3%	-1
COc1ccc(CNc2ccc(C)c(C)c2)cc1	0%	23	-3%	4	2.9%	2	3	-4%	·
Cc1ncc(CN2CCC(n3nccc3NC(=O)c3ccccc3)CC2)s1	-10%	-6	-4%	2	-0.3%	-2	-1	4%	1
O=C(Cc1ccc([N+](=O)[O-])cc1)Nc1ccc(C(=O)N2CCOCC2)cc1	-1%	-2	-6%	7	0.6%	1	2	5%	-3
CC(=O)n1c2ccccc2c2ccccc21	0%	-3	2%	0	-0.1%	0	-4	0%	-2
CN1CCS/C1=C/C=C1/SC(=S)N(Cc2ccccc2)C1=O	?	-1	2%	55*	-2.2%	1	-12	?	12
CC(=O)c1ccccc1OCC(O)CN1CCN(c2ccccn2)CC1 (configuration not stated)	2%	-4	-3%	-1	-0.7%	0	8	4%	0
Cc1c(Cl)cccc1NC(=S)Nn1cnnc1	-4%	-3	-3%	3	-3.0%	-3	-4	-11%	-1
O=C(CN(Cc1ccccc1)S(=O)(=O)c1ccc2c(c1)OCCO2)N/N=C/c1cccc(Br)c1	2%	-3	-4%	2	-0.6%	-8	-4	-10%	-12

The closing four entries of the section above lead into the next.
SMILES	Vif-APOBEC3G blk	D1 antagonist	GRP78 ERSR act	D1 ag	RXFP1 agonist	LDHA block	D1 PAM	Vif-A3F inh	D2 PAM
CN1CCS/C1=C/C=C1/SC(=S)N(Cc2ccccc2)C1=O	?	-1	2%	55*	-2.2%	1	-12	?	12
CC(=O)c1ccccc1OCC(O)CN1CCN(c2ccccn2)CC1 (configuration not stated)	2%	-4	-3%	-1	-0.7%	0	8	4%	0
Cc1c(Cl)cccc1NC(=S)Nn1cnnc1	-4%	-3	-3%	3	-3.0%	-3	-4	-11%	-1
O=C(CN(Cc1ccccc1)S(=O)(=O)c1ccc2c(c1)OCCO2)N/N=C/c1cccc(Br)c1	2%	-3	-4%	2	-0.6%	-8	-4	-10%	-12
CCn1cc(C2C3=C(CC(C)(C)CC3=O)N(c3ccccc3)C3=C2C(=O)CC(C)(C)C3)c(C)n1	-5%	1	-2%	-1	1.1%	11	2	5%	6
O=C(NCCCc1ccccc1)c1ccccc1O	0%	-15	3%	0	-0.3%	1	0	-14%	1
O=C(c1cc2n(n1)C(C(F)(F)F)CC(c1ccc(Cl)cc1)N2)N1CCCC1 (configuration not stated)	-1%	2	-2%	3	-0.5%	-8	0	-5%	7
COc1cccc(C(=O)C2CCCN(Cc3c(C)n(C)n(-c4ccccc4)c3=O)C2)c1 (configuration not stated)	0%	-1	-6%	4	-28%	-2	-2	-8%	-18
O=C(CCCN1C(=O)/C(=C/c2ccccc2Cl)SC1=S)Nc1cccnc1	5%	-7	-3%	6	0.6%	0	-7	-8%	5
Cc1nnc(N=c2ssnc2Cl)o1	5%	·	-3%	-4	-2.7%	-1	9	?	20
Cc1cn([C@H]2C[C@H](O)[C@@H](CNC(=O)[C@H](N)C3CC3)O2)c(=O)[nH]c1=O	-1%	·	-2%	·	·	-10	·	-4%	·
Cc1cc(NS(=O)(=O)c2ccc(CC(C)C)cc2)no1	1%	-2	3%	1	0.8%	6	-5	-8%	5
COc1ccc(NC(=S)Nc2cccnc2)c(OC)c1	0%	-21	0%	2	-2.5%	0	1	0%	4
O=C(CSc1ccc(Cl)cc1)NCc1ccncc1	-5%	-5	-1%	2	1.2%	-8	-8	5%	-4
Cc1ccc(-n2c(C)cc(/C=C3/C(=N)N4C(c5ccccc5)=CSC4=NC3=O)c2C)cc1	2%	-2	-4%	2	0.4%	-9	-2	-7%	0
O=S(=O)(Nc1cccc(-n2cnnn2)c1)c1ccccc1F	3%	-3	-4%	2	-0.1%	-4	-4	-1%	8
CCCn1cnc2sc(CC)cc2c1=O	-2%	11	5%	2	3.1%	-2	6	-15%	6
Cc1ccc(O)c(C(=O)CC(=O)c2ccccc2Cl)c1	-2%	-15	0%	1	3.7%	4	-4	?	1
CCn1c(O)c2ccc(C(=O)N=NC(=O)c3ccccc3)cc2c1O	2%	-2	4%	3	3.2%	-7	-3	-5%	-17
Cc1ccc(C(=O)N2CCN(c3ccccn3)CC2)cc1C	2%	38	-4%	1	0.3%	-1	0	0%	1
Cc1nc2ccc(N=NC3=C(O)CCCC3=O)cc2s1	1%	-1	-7%	3	-0.5%	1	3	6%	-5
Cc1nc2ccc(-c3nc4ccccc4o3)cc2[nH]1	-12%	10	-6%	3	1.6%	-2	3	0%	-2
N#CCOC(=O)[C@H](Cc1c[nH]c2ccccc12)NS(=O)(=O)c1ccc(Cl)cc1	3%	-5	10%	14	-0.9%	-1	-2	-29%	-7
CCOC(=O)CN(c1sc(C)c(C)c1C(=O)OCC)S(=O)(=O)c1ccc(C)cc1	-3%	·	-3%	·	·	3	·	0%	·
Cc1nonc1C1CCCN1Cc1nc(-c2ccccc2Cl)oc1C (configuration not stated)	2%	0	-6%	1	-1.5%	0	-3	-13%	12
COc1ccccc1C(=O)NCCC(=O)N(C)CC(=O)Nc1ccccc1Br	-1%	8	-4%	0	1.0%	-2	1	0%	19
Cc1c(C(=O)N2CCCC(C(F)(F)F)C2)oc2ccccc12 (configuration not stated)	2%	4	2%	2	-0.6%	0	-5	1%	-3
COc1ccc(C2C(C(C)=O)=C(O)C(=O)N2C)c(OC)c1 (configuration not stated)	3%	-1	-2%	3	4.2%	-2	-1	0%	-2
O=C(Cc1ccc([N+](=O)[O-])cc1)N1CCN(c2ccc([N+](=O)[O-])cc2)CC1	1%	7	-5%	3	-0.4%	-1	-8	-4%	13
CC(=O)NC(CC(=O)Nc1ccc(S(=O)(=O)NC2=NCCCCC2)cc1)c1ccccc1 (configuration not stated)	0%	18	-5%	2	1.6%	-2	-10	2%	6
O=C(O)c1ccccc1N/N=C/c1cc(Br)cc(Br)c1O	?	20	-1%	-1	0.0%	-8	-4	19%	0
O=C(CNCc1ccco1)Nc1cc(S(=O)(=O)N2CCOCC2)ccc1N1CCCC1	-4%	3	2%	0	-0.4%	-24	0	1%	-1
COc1cccc(/C=N/n2c(-c3n[nH]c4c3CCC4)n[nH]c2=S)c1OC	0%	1	-1%	1	1.9%	-8	6	6%	9
COc1ccccc1N1CCN(CC(=O)N2N=CCC2c2ccccc2)CC1 (configuration not stated)	2%	-1	-4%	0	3.4%	-1	-8	2%	-18

D1 ag, what is marked active above.
mol | Vif-APOBEC3G blk | D1 antagonist | GRP78 ERSR act | D1 ag | LDHA block | D1 PAM | D2 PAM
CN1CCS/C1=C/C=C1/SC(=S)N(Cc2ccccc2)C1=O | ? | -1 | 2% | 55* | 1 | -12 | 12

Later entries
SMILES	Vif-APOBEC3G blk	D1 antagonist	GRP78 ERSR act	D1 ag	RXFP1 agonist	LDHA block	D1 PAM	Vif-A3F inh	D2 PAM
CC(Cc1ccsc1)NC(=O)CCc1nnc(CCc2ccccc2)o1 (configuration not stated)	1%	3	5%	1	-0.1%	-2	-1	8%	9
COc1ccc(-c2nc(SCC(=O)Nc3ccc4c(c3)OCO4)c(-c3ccc(OC)cc3)[nH]2)cc1	-21%	-17	-4%	4	0.8%	-7	-4	-3%	-5
CC(C)CC(=O)Nc1ccc(OCC(=O)O)cc1	3%	-9	1%	0	0.0%	-1	-4	-12%	16
O=C(c1ccccc1)c1cccc(NC(=O)C2CC2)c1	2%	-18	3%	1	1.5%	-5	-7	6%	-1
C[C@H]1[C@@H](c2ccccc2)Oc2ccc(Cl)cc2S(=O)(=O)N1Cc1ccc(F)cc1F	2%	·	-2%	·	·	-6	·	4%	·
Cc1ccccc1C(=O)N1CCC(c2nc(-c3ccc(S(=O)(=O)N4CCCC4)cc3)no2)CC1	5%	0	-2%	0	-0.5%	-5	2	0%	8
CC1(C)c2[nH]c3ccccc3c2C[C@@H]2C(=O)N(Cc3ccc(F)cc3)C(=O)N21	-3%	·	-8%	·	·	0	·	3%	·
COc1ccccc1NS(=O)(=O)c1cc(NC(=O)c2ccncc2)ccc1N1CCOCC1	-1%	-11	-3%	1	-0.9%	-4	-5	-9%	0
Cc1ccccc1OCC(=O)Nc1ccc(-c2nc3ccccc3o2)cc1	0%	-10	-1%	2	?	-9	-7	2%	-5
Cc1ccc(S(=O)(=O)N(C)CC(=O)OCc2nnc(-c3ccccc3)o2)cc1	0%	13	-3%	-1	0.5%	1	-1	-4%	3
CCOC(=O)Cn1nc(-c2ccccc2)c2cnc3ccc(OCC)cc3c21	1%	-15	-2%	13	0.9%	-6	-3	-1%	22
CCOC(=O)C1=C(CN2CCSCC2)NC(=O)NC1c1cccc([N+](=O)[O-])c1 (configuration not stated)	0%	-11	-3%	6	14%	1	-3	5%	8
O=[N+]([O-])c1ccccc1/C=N/n1c(C(F)(F)F)n[nH]c1=S	8%	-28	2%	3	-1.1%	1	-4	6%	-3
CCOC(=O)c1ccccc1NC(=O)c1ccccc1NS(C)(=O)=O	0%	-15	-2%	1	1.2%	1	-1	-2%	0
